HRas wt GTP bind: modulators of GTP binding to HRas wildtype, primary screen, biochemical, bead-based flow cytometry, multiplex. GTP binding activity, % at 10 µM. GST-Ras wt beads, Bodipy-FL-GTP binding; actives lie on both sides. 0.14% of 190,000 active;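 active means GTP binding activity at least 20% away from the 100% baseline, either lowered as inhibitor or raised as activator; inconclusive means flagged as likely green fluorescent, judged across all proteins in the well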;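 further: 0% = unlabeled GTP competition control and 100% = no-compound control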
Target sequence (P01112 whole entry, looked up): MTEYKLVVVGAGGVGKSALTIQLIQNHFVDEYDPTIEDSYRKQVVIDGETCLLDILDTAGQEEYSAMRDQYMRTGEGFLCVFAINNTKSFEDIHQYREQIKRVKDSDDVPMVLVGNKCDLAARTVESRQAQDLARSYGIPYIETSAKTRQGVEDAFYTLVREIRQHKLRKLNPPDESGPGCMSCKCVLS
Cdc42 wt: modulators of GTP binding to wildtype Cdc42, primary screen, biochemical, multiplex bead flow cytometry, Bodipy-GTP; GST-Cdc42 beads; actives lie on both sides; percent activity (GTP binding), % at 10 µM; Cell division control protein 42 homolog (Homo sapiens), P60953; AID 761, 2007; 0.2% of 190,000 active;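 active means percent activity GTP binding at least 20 points away from the 100% baseline, either down as inhibitor or up as activator; inconclusive means compound flagged as likely green fluorescent from well-wide comparison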;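 further: median bead fluorescence of bound Bodipy-FL-GTP at 100 nM; 0% = excess unlabeled GTP control and 100% = no compound control; below 100% means less GTP binding so inhibitor and above means activator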
Target sequence (P60953 whole entry, looked up): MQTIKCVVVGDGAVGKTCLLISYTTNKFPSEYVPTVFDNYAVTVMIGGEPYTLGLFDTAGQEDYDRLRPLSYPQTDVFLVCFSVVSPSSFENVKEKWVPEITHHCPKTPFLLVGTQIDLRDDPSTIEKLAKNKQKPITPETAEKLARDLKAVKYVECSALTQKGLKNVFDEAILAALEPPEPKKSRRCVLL
Rac1 wt modul: wildtype Rac1 GTP binding modulators, primary screen, biochemical, GST-Rac1 beads, flow cytometry, multiplex; fluorescent GTP binding; actives lie on both sides; 0 = cold GTP competed, 100 = untreated; 0.27% of 190,000 active; GTP binding activity (% of control), % at 10 µM; AID 757, 2007;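 active means GTP binding activity at least 20 points away from the 100% control level, either lower or higher; inconclusive means compound flagged as likely green fluorescent, judged across all proteins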
Rab2 wt GTP: modulators of GTP binding to Rab2A wildtype, primary screen, biochemical, dog, bead-based flow cytometry, multiplex. Ras-related protein Rab-2A (Canis lupus familiaris), P61105. GST-Rab2 wt beads, Bodipy-GTP binding. GTP binding activity, % at 10 µM. 0.19% of 190,000 active;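 active means GTP binding activity at least 20 points away from 100%, either lowered or raised; inconclusive means signal likely due to the compound's own green fluorescence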;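 further: 0% = beads with excess unlabeled GTP and 100% = no-compound control corrected for plate trend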
Pf gamet viab: late stage P. falciparum gametocyte viability inhibitors, primary screen, ATP luminescence, HTS; P. falciparum stage V gametocytes, 24 h; inhibition, % at 10.9 µM; 0.065% of 150,000 active;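 active means inhibition above the mean plus 3 SD of compounds within the control limits, set per campaign, cut at about 38% in these data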;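 further: 0% = DMSO wells and 100% = medium only without gametocytes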
Rac1 mut GTP: GTP binding modulators of activated mutant Rac1, primary screen, biochemical, bead-based flow cytometry, multiplex, fluorescent GTP; Ras-related C3 botulinum toxin substrate 1 (Homo sapiens), P63000; GST-Rac1 activated beads; actives lie on both sides; 100% means binding = to untreated wells; percent activity (GTP binding), % at 10 µM; 0.11% of 190,000 active; AID 764, 2007;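 active means GTP binding at least 20 percentage points away from the 100% baseline, in either direction, so actives lie on both sides; inconclusive means Compound likely fluorescent itself, or too few beads counted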
ABCB1 block: ABCB1 efflux pump inhibitors, primary screen, cell-based, multiplex, flow cytometry, ABCG2 counter-screen. ATP-dependent translocase ABCB1 (Homo sapiens), P08183. CCRF-Adr cells, JC-1 efflux. inhibition, % at 6.6 µM. 0.067% of 190,000 active; in the data active means inhibition above about 40%;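 further: 0% = vehicle and 100% = reference inhibitor; higher value means more JC-1 retained so stronger ABCB1 efflux block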
Mcl1-Noxa inh: Mcl-1/Noxa binding inhibitors, primary screen, biochemical, TR-FRET, 1536-well; TR-FRET Mcl-1/Noxa peptide binding, 2 h; Induced myeloid leukemia cell differentiation protein Mcl-1 (Homo sapiens), Q07820; 1.5% of 220,000 active; inhibition, % at 21.7 µM;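 active means compounds that cut the protein-peptide binding signal by more than 50% relative to plate controls in a single-dose test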;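 further: His-tagged Mcl-1 with rhodamine Noxa BH3 peptide and terbium anti-His antibody; 0% = Mcl-1 plus Noxa peptide wells and 100% = peptide-only wells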
Target sequence (Q07820 whole entry, looked up): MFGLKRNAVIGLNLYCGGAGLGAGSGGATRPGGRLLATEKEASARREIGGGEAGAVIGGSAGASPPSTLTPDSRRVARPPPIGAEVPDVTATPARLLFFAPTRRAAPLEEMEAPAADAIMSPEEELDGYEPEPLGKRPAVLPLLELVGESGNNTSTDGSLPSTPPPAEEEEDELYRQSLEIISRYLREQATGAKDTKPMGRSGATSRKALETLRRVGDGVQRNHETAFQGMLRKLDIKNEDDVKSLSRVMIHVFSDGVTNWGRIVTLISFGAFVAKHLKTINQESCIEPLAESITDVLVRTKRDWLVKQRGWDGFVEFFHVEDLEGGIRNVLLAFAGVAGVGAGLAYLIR
ABCG2 inh: ABCG2 efflux pump inhibitors, primary screen, multiplex with ABCB1, IgMXP3 cells, flow cytometry. Broad substrate specificity ATP-binding cassette transporter ABCG2 (Homo sapiens), Q9UNQ0. JC-1 efflux. inhibition, % at 6.6 µM. 0.1% of 190,000 active. AID 1325, 2008;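 active means inhibition above 80%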;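 further: 0% = DMSO and 100% = nicardipine control wells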
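material = IgMXP3 (ABCG2) plus far-red-tagged CCRF-Adr (ABCB1) cells | amount = 3 million cells/mL, equal mix of both lines | also added = JC-1 transporter substrate | dosing = one concentration, 6.6 µM final | schedule = 10 min at 25 °C | measured by = flow cytometric JC-1 green MFI at 530 nm | read-out basis = percent efflux inhibition, scaled nicardipine 100% to DMSO 0%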
Rab7 wt GTP bind: modulators of GTP binding to Rab7, primary screen, biochemical, wildtype, multiplex bead flow cytometry; 0.055% of 190,000 active; GTP binding activity (percent of control), % at 10 µM; GST-Rab7 beads, fluorescent GTP binding; actives lie on both sides; untreated = 100%, excess cold GTP = 0%; AID 758, 2007; Rab7 GTPase wild type (dog), Bodipy-FL-GTP binding;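 active means fluorescent GTP binding to Rab7 beads changed by at least 20 points from the 100% baseline, either direction, mostly lower; inconclusive means compound itself probably fluorescent, or too few beads counted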;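 further: median green fluorescence of bound Bodipy-FL-GTP per Rab7 bead population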
Avidin bead fluor: green autofluorescence of compounds with avidin beads – biophysical, 488/530 nm, flow cytometry, artefact control, profiling panel; 0.38% of 220,000 active; compound fluorescence 488/530 nm; stronger effect = higher value; fluorescence (KMESF) at 10 µM; in the data active means fluorescence above about 47; further: inactives centre near 10
* hit, by the source's call; ? = inconclusive; . = not tested or not shown. An unsorted share of the library (roughly 2.3% active in at least one column).

Compound	HRas wt GTP bind	Cdc42 wt	Rac1 wt modul	Rab2 wt GTP	Pf gamet viab	Rac1 mut GTP	ABCB1 block	Mcl1-Noxa inh	ABCG2 inh	Rab7 wt GTP bind	Avidin bead fluor
COc1ccc(CC(=O)NC(C)c2nnc(SCC(=O)Nc3nc(C)cs3)n2C)cc1 (centres undefined)	96	97	94	94	-7	95	0.2	-10	0	92	11
CCOC(=O)c1sc2nc(C)nc(SCC(=O)NC(C)CCc3ccccc3)c2c1C (centres undefined)	100	104	102	99	6	102	1.8	-6	37	98	15
O=C(NCCc1ccccn1)c1cc(-c2ccccc2Cl)nc2ccccc12	97	99	104	97	9	99	1.0	6	5	98	21
CSc1ccccc1OC1CCN(Cc2ccccc2)CC1	100	101	106	97	-14	100	0.2	4	1	94	13
O=c1c2ccc([N+](=O)[O-])cc2ncn1CCOc1cccc(Br)c1	95	90	88	92	5	90	0.3	19	4	102	12
CN(C)c1nc(-c2ccccn2)nnc1-c1ccccc1	99	102	102	102	.	99	0.2	-16	2	102	9
COC(=O)CSc1cc([N+](=O)[O-])ccc1NC(=O)OC	98	98	97	102	-8	95	-0.7	-16	13	104	7
Cc1cccc(C(=O)OCC(=O)NC(C)CCc2ccccc2)c1 (centres undefined)	96	91	95	94	.	88	1.1	8	6	104	12
COc1cc(C2(O)CCCCC2C)cc(OC)c1OC (centres undefined)	100	99	104	98	5	102	1.5	-2	6	98	6
COCCn1c(SCC(=O)Nc2ccc3c(c2)CCC3)nc2ccccc2c1=O	104	99	104	99	5	102	4.3	9	26	100	13
C=CCn1c(COc2ccc(F)cc2)nnc1SCC(=O)N1CC(=O)Nc2ccccc21	101	101	104	99	2	101	1.4	6	12	99	15
CCC(O)C1CCN(C(=O)c2cc(COc3ccc4ncccc4c3)on2)CC1 (centres undefined)	96	98	97	99	-17	96	0.1	-3	3	98	15
CCNC(=O)CSc1ncnc2sccc12	98	94	98	98	0	96	0.5	50	2	98	11
COC(=O)c1c(C)oc2ccc(N(C(=O)c3ccncc3)S(=O)(=O)c3ccc(C)cc3C)cc12	101	103	104	100	.	96	10	5	4	104	4
C=CCc1cc(C)ccc1OCCOCCC(C(=O)OCC)C(=O)OCC	103	106	104	102	-3	103	0.3	2	3	104	6
O=C1COc2ccc(C(=O)NCc3ccco3)cc2N1	95	100	97	98	-12	94	0.6	2	5	92	11
Cc1c(Cl)sn(-c2ccc(Cl)cc2)c1=O	95	92	102	104	15	95	6.4	24	43	105	3
O=c1[nH]c2ccc(NS(=O)(=O)c3ccc4ccccc4c3)cc2[nH]1	97	96	98	94	18	96	-0.1	37	-1	100	10
COC(=O)[C@H](Cc1ccccc1)NC(=O)N1CCC(C)CC1	100	103	102	99	.	98	0.7	-2	5	99	11
COCC(=O)NC1CC2CCC(C1)N2C(=S)Nc1ccccc1C(=O)OC (centres undefined)	96	96	95	93	-8	93	-0.2	-6	-1	98	9
COc1ccc(CN(CC2CCC(C(=O)O)CC2)C(=S)Nc2cc(Cl)ccc2OC)cc1 (centres undefined)	98	97	102	96	-7	93	-0.1	27	1	99	6
O=C(CCN1C(=O)C2C3C=CC(C3)C2C1=O)NCc1cccnc1 (centres undefined)	101	100	103	100	27	99	0.0	2	0	99	4
COc1cccc(CNC(=O)CSc2ccc(-c3ccncc3)nn2)c1	94	99	94	93	.	96	0.9	14	3	91	22
C=CCc1cc(C)ccc1OCCn1ccnc1	102	102	103	101	.	100	1.1	2	2	97	15
O=C(/C=C/c1ccccc1)Oc1ccccc1C(=S)N1CCOCC1	100	99	101	97	-1	96	0.8	26	2	105	12

Ordered by molar mass (lowest first): 9 of the compounds above
Compound	HRas wt GTP bind	Cdc42 wt	Rac1 wt modul	Rab2 wt GTP	Pf gamet viab	Rac1 mut GTP	ABCB1 block	Mcl1-Noxa inh	ABCG2 inh	Rab7 wt GTP bind	Avidin bead fluor
C=CCc1cc(C)ccc1OCCn1ccnc1	102	102	103	101	.	100	1.1	2	2	97	15
Cc1c(Cl)sn(-c2ccc(Cl)cc2)c1=O	95	92	102	104	15	95	6.4	24	43	105	3
COc1cc(C2(O)CCCCC2C)cc(OC)c1OC (centres undefined)	100	99	104	98	5	102	1.5	-2	6	98	6
COC(=O)[C@H](Cc1ccccc1)NC(=O)N1CCC(C)CC1	100	103	102	99	.	98	0.7	-2	5	99	11
CSc1ccccc1OC1CCN(Cc2ccccc2)CC1	100	101	106	97	-14	100	0.2	4	1	94	13
O=C(/C=C/c1ccccc1)Oc1ccccc1C(=S)N1CCOCC1	100	99	101	97	-1	96	0.8	26	2	105	12
COc1cccc(CNC(=O)CSc2ccc(-c3ccncc3)nn2)c1	94	99	94	93	.	96	0.9	14	3	91	22
CCC(O)C1CCN(C(=O)c2cc(COc3ccc4ncccc4c3)on2)CC1 (centres undefined)	96	98	97	99	-17	96	0.1	-3	3	98	15
COCCn1c(SCC(=O)Nc2ccc3c(c2)CCC3)nc2ccccc2c1=O	104	99	104	99	5	102	4.3	9	26	100	13

The results go on:
Compound	HRas wt GTP bind	Cdc42 wt	Rac1 wt modul	Rab2 wt GTP	Pf gamet viab	Rac1 mut GTP	ABCB1 block	Mcl1-Noxa inh	ABCG2 inh	Rab7 wt GTP bind	Avidin bead fluor
O=C(Nc1nccs1)C1CC(=O)N(c2ccc(Cl)cc2)C1 (centres undefined)	97	97	102	97	-19	98	0.2	11	12	95	9
COc1cccc(NC(=O)C(Sc2nnnn2C)c2ccccc2)c1 (centres undefined)	96	97	96	98	-12	96	1.7	-3	26	102	12
CCCCOC(=O)n1c(SCC(=O)N(C)C)nc2ccccc21	103	104	101	100	-8	96	1.6	2	7	102	10
Cc1cccc2sc(N(CCCN(C)C)C(=O)c3nc4ccccc4s3)nc12	?	?	?	?	-26	?	2.2	18	21	?	15
Cc1cc(C)nc(N2CCCC(C(=O)Nc3nnc(C(C)C)s3)C2)n1 (centres undefined)	101	100	103	99	-19	99	0.5	18	5	102	7
Cn1ncc(Cl)c1C(=O)NC(=S)Nc1sc2c(c1C#N)CCCCC2	84	88	82	82	.	84	-1.3	.	-4	84	11
O=C(O)c1ccccc1C(=O)N1CCN(C(=O)c2ccccc2Cl)CC1	101	99	104	101	-16	100	0.3	-14	1	105	18
CC1CCc2nc3ccc(S(=O)(=O)N4CCC(C(=O)NC5CCCC5)CC4)cc3c(C(=O)O)c2C1 (centres undefined)	97	100	103	97	.	98	-0.1	16	0	97	4
Cc1ccc2cc(CN(CC3CCCO3)C(=O)Nc3ccccc3F)c3nnnn3c2c1 (centres undefined)	93	92	93	92	.	93	2.0	11	6	96	19
COc1ccc(NC(=O)CSc2nnc(CNc3ccc(C)cc3)n2C)cc1	97	98	99	99	.	96	0.6	10	2	96	16
COC(=O)C1CCN(C(=O)/C=C/c2ccccc2)CC1	103	102	104	103	-1	103	.	-4	0	100	6
CC(=O)c1cc(C#N)c(NCCCN(C)C)nc1C	96	97	97	94	.	93	0.0	3	3	92	8
N#Cc1ccc(C(=O)Nc2ccn(-c3ccccc3)n2)cc1	102	99	106	101	9	101	1.4	-15	15	103	12
CC1CCCC(NC(=O)COC(=O)Cc2c[nH]c3ccccc23)C1C (centres undefined)	99	97	98	96	-26	96	-2.6	11	-2	107	10
Cc1ccccc1/C=N/Nc1ccnc2cc(Cl)ccc12	100	97	101	100	10	100	-0.9	98*	34	102	9
CC(=O)N1CCC(N(C(=O)Nc2ccc(C)c(C)c2)C2CCCC2)CC1	103	104	105	104	.	101	0.2	-11	1	104	47*
COc1ccc(S(C)(=O)=O)cc1S(C)(=O)=O	103	105	106	103	.	101	0.9	-8	3	103	37
O=C(Nc1cnc2ccccc2c1)c1ccco1	100	103	107	100	-8	96	-0.2	6	4	100	16
OC(CN1CCN(c2ccccc2)CC1)c1ccc2c(c1)CCN2 (centres undefined)	98	98	100	96	.	98	0.4	15	2	95	7
CC(C)(C)Nc1nc(Cl)nc(NC(C)(C)C)n1	100	104	105	103	9	100	0.5	19	13	99	14
CC(OC(=O)c1ccc2c(c1)C(=O)N(Cc1ccncc1)C2=O)C(=O)Nc1cccc(Cl)c1Cl (centres undefined)	101	100	103	101	-1	100	1.3	1	16	103	14
COc1ccccc1NC(=O)C(=O)NNC(=O)c1ccco1	100	101	103	99	-4	100	0.0	-9	0	95	5
COc1cccc(OC)c1C(=O)NC(=S)NCc1ccco1	95	96	99	94	-27	96	1.4	2	22	94	10
Cc1ccc(-c2nnc(N3CCN(S(C)(=O)=O)CC3)c3ccccc23)cc1	101	102	101	99	.	99	2.8	-1	6	101	34
CC(C)OCCCNC(=O)c1sc(=S)n(C)c1N	104	105	103	104	.	100	0.1	7	2	96	13
Cc1cc(C(=O)COC(=O)CN(C)S(=O)(=O)c2ccc(Cl)cc2)c(C)n1CC1CCCO1 (centres undefined)	98	99	98	96	.	92	1.2	3	4	95	17
Cc1cc(=O)oc2c(C)c(OCC(=O)N(C)C)ccc12	103	106	103	102	-12	101	0.4	20	10	104	8

Compound activity from PubChem.
